# Rtt109 Vps75: inhibitors of Candida albicans Rtt109/Vps75 histone acetyltransferase; Q5AAJ8; purified Rtt109/Vps75, ThioGlo CoA-SH fluorescence, 4 h; inhibition, % at 34.9 µM; 330,000 compounds, 0.16% hits; AID 540336;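 active = inhibition of at least 50% in every replicate; inconclusive = best replicate reaches 50% inhibition but some replicates fall short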
# PfHsp90 yeast 2: inhibits growth of yeast expressing Plasmodium falciparum Hsp90; inhibition, % at 9.4 µM; 310,000 compounds, 0.32% hits; S. cerevisiae expressing PfHsp90, BacTiter-Glo ATP, 48 h; yeast lacking PDR1 and PDR3 efflux regulators;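 active = every replicate shows inhibition above about 80%, whatever the replicate mean, limit read from the data; inconclusive = mean inhibition reaches the set limit but some replicate falls short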;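 note: 0% = DMSO neutral controls and 100% = 20 µM radicicol positive controls; yeast relying on Plasmodium falciparum Hsp90 in place of its own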
# CAL PDZ inh: inhibitors of human CAL PDZ peptide binding; purified CAL PDZ, TMR-peptide fluorescence polarization, 1 h; inhibition, % at 20 µM; 330,000 compounds, 0.02% hits;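 active = highest replicate inhibition of at least 40%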;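 note: plate controls were DMSO neutral control wells for no effect and unlabeled competitor peptide control wells for full effect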
#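 System: purified tagged CAL PDZ domain construct (CerCALP). Schedule: 1 h incubation at room temperature before polarization reading. Medium: 25 mM sodium phosphate pH 7.4, 150 mM NaCl, TCEP, IgG, Thesit. Read-out: percent inhibition from loss of millipolarization. Measured by: FP readout, S and P plane fluorescence. Probe or stimulus: fluorescent TMR peptide probe.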
# AddAB inh: less growth of phage-infected E. coli with AddAB; 330,000 compounds, 0.29% hits; E. coli expressing H. pylori AddAB, absorbance growth; inhibition, % at 11.9 µM; in the data active = inhibition above about 12%;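 note: 0% = vehicle wells of infected cells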
# E coli growth: reduces bacterial viability in AddAB counter-screen | E. coli V3065 growth, OD600 absorbance, 18 h | inhibition, % at 11.9 µM | 330,000 compounds, 0.27% hits | AID 449728;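 active = inhibition above the campaign's mean inhibition across all tested compounds plus 3 SD, cut at about 9.9% in these data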;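 note: uninfected addAB+ strain grown without phage in ampicillin broth; 0% = DMSO wells and 100% = ciprofloxacin 0.95 µg/ml wells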
# Wnt bcat act: activates Wnt/beta-catenin signaling in a reporter cell assay. activator, plate reader. activation, % at 9.35 µM. 300,000 compounds, 1.2% hits; in the data active = activation above about 30%, passing the limit was not always enough; inconclusive = no clear call, values can overlap the other calls;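 note: 0% = neutral control wells and 100% = positive control wells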
# DAGLB inhibitor: diacylglycerol lipase beta (human) inhibition; Q8NCG7; HEK293T DAGLB membrane lysate, EnzChek fluorogenic substrate; inhibition, % at 5.17 µM; 340,000 compounds, 0.059% hits; AID 504411; in the data active = inhibition above about 34%;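 note: 0% = enzyme with vehicle and 100% = wells lacking enzyme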
# Target sequence (Q8NCG7 whole entry, looked up): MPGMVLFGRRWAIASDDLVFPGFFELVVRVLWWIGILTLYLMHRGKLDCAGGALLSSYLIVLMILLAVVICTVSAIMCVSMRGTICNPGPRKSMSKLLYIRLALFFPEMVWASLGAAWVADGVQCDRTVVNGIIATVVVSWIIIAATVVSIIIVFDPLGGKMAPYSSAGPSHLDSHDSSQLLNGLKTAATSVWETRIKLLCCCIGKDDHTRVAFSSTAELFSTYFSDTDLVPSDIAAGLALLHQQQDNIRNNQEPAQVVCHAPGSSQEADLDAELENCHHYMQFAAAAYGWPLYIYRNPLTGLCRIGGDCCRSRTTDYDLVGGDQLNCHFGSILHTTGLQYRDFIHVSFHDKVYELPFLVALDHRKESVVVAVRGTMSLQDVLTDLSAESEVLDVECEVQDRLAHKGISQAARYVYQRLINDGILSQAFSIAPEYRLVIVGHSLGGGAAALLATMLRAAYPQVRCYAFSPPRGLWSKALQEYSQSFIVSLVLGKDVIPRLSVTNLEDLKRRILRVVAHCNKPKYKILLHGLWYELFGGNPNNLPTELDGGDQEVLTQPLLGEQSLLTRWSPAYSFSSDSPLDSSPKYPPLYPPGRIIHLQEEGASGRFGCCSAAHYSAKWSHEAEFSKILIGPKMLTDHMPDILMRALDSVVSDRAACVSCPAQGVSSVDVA
# phage Ecoli inh: E. coli growth loss with phage present; growth absorbance; inhibition, % at 11.9 µM; 360,000 compounds, 0.26% hits; AID 651602; in the data active = inhibition above about 11%
# Tat export inh: inhibitors of E. coli Tat protein transport | E. coli MC4100 TorA-mCherry Tat export, fluorescence | inhibition, % at 10 µM | 340,000 compounds, 0.036% hits;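 active = mean replicate inhibition at least 50% and at least half of replicates individually reaching 50%; inconclusive = only one of the two criteria met; inactive = neither criterion met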;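 note: exported cargo escapes ClpAP degradation while cytoplasmic cargo is degraded and loses fluorescence; 0% = median of neutral control wells and 100% = median of NaSCN control wells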
# PvdQ inh: blocks Pseudomonas aeruginosa PvdQ acylase activity; purified PvdQ acylase, fluorescence plate reader; inhibition, % at 10 µM; 340,000 compounds, 0.063% hits; AID 488965; in the data active = inhibition above about 30%, passing the limit was not always enough; inconclusive = no clear call, values can overlap the other calls;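 note: 0% = vehicle neutral wells and 100% = reference inhibitor wells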
# * marks the source's active call; other numbers are inactive results; u = inconclusive; x = not tested or not shown.
SMILES,Rtt109 Vps75,PfHsp90 yeast 2,CAL PDZ inh,AddAB inh,E coli growth,Wnt bcat act,DAGLB inhibitor,phage Ecoli inh,Tat export inh,PvdQ inh
C#CCOCCOCCOCCNc1nc(N2CCN(C(=O)CCCCCCCCCCNC(=O)Cn3cc(C[C@@H](C)O)nn3)CC2)nc(N2CCN(C(=O)CCCCCCCCCCNC(=O)[C@H](CCCCN)n3cc(CCCC(=O)O)nn3)CC2)n1,25.5,-8.3,-2.6,0.6,-2.0,-3.1,-1.8,2.5,25.3,-24.1
O=[N+]([O-])c1ccc(-c2ccc(S(=O)(=O)N3CCOCC3)cc2)cc1,-0.9,-15.5,-0.5,2.7,-1.4,6.3,0.9,-0.6,6.1,-14.9
O=C1N/C(=C\c2ccc(O)cc2)C(O)=C1C=NCc1ccccc1,-6.6,4.9,0.6,0.3,-0.4,x,-0.9,0.1,-5.1,-8.5
COc1ccc(COCC(O)CN(Cc2ccco2)Cc2ccccc2O)cc1 (configuration not stated),-1.1,-61.7,0.2,-0.2,-0.6,x,-2.4,-0.7,2.0,-6.7
Cc1ccc(NC(=O)C2CCN(C(=O)NCc3ccccc3)CC2)cc1C,8.2,16.5,-1.4,3.2,2.8,0.4,-2.6,1.4,-3.4,-2.4
O=[N+]([O-])c1cccc(C=NN=Cc2ccccc2O)c1,-13.2,13.7,-0.3,x,x,68.0*,-4.8,1.7,-0.5,1.7
O=C(CN1CCN(S(=O)(=O)c2ccc(Cl)cc2)CC1)NC1CC1,1.8,-26.7,-2.8,2.8,0.4,2.0,-0.9,2.6,-6.3,-12.1
O=C(/C=C/c1ccco1)N1CCN(c2ncccn2)CC1,-2.9,-19.0,0.5,4.8,1.9,13.0,-3.3,0.5,8.0,-19.6
Cc1[nH]c(C)c(S(=O)(=O)NCCc2ccccc2)c1C(=O)N1CCCC1,5.8,20.2,-0.1,3.2,0.2,-1.0,-0.2,-5.4,6.7,-4.1
COC(=O)c1ccc(CSc2nnnn2-c2ccccc2)o1,-0.9,-2.8,0.9,0.9,-2.1,0.8,-2.7,-1.0,-10.8,9.8
O=C(O)C1OC2OC3(CCCCC3)OC2C2OC3(CCCCC3)OC12 (configuration not stated),-5.5,17.9,1.3,-0.5,-0.1,x,-1.8,3.2,-11.8,0.2
Cc1ccc(-c2nc(N/N=C/c3ccccc3[N+](=O)[O-])c3ccccc3n2)cc1,13.4,x,-1.2,-0.7,0.2,x,-4.3,0.5,-2.3,9.4
O=C(Nc1ccc(N2CCCCC2)cc1)c1cccnc1Cl,2.5,-8.9,-0.3,0.0,-0.6,x,-0.5,3.4,21.7,2.3
Cc1ccc(N2CN(CCc3ccccc3)CNC2=S)cc1,-1.6,8.7,-0.9,-0.2,0.7,-3.0,-0.1,2.9,-7.3,-3.2
Cc1ccc(S(=O)(=O)NNC(=O)c2cccnc2)cc1,x,4.1,-2.1,-0.2,2.1,-5.0,0.5,2.8,-1.2,0.1
CCN(CC(=O)Nc1sc2c(c1C#N)CCC(C)C2)Cc1nc2ccccc2c(=O)[nH]1 (configuration not stated),-3.0,19.3,-2.0,4.4,-1.5,-1.5,-2.7,2.7,2.3,-16.1
O=C(OCC(=O)N1CCN(Cc2ccccc2)CC1)c1ccc(Cl)cc1,-0.6,5.8,-2.5,3.5,1.4,-7.6,-3.1,2.1,2.4,-5.1
CC(=O)N=c1sccn1CC(O)c1ccc(Br)cc1 (configuration not stated),19.9,14.4,-2.0,5.4,0.2,-1.6,-3.1,2.2,0.7,0.2
CCN(CC)C(=O)C(Oc1ccc(C)nc1[N+](=O)[O-])c1ccccc1 (configuration not stated),-5.7,-24.9,-2.1,3.8,-0.1,0.2,0.7,5.2,-2.5,-10.8
Cc1cc(NC(=O)CSc2nnc(COc3ccccc3)o2)no1,6.3,6.0,0.0,2.4,-4.0,-1.2,0.5,2.1,1.1,-11.5
O=C(CSc1nc2ccc(Nc3nc(N4CCOCC4)nc(N4CCOCC4)n3)cc2s1)Nc1ccccc1Cl,-0.2,1.8,-3.1,x,x,0.5,2.6,1.3,9.2,-5.7
Cc1ccc2nc3c(c(C(=O)OCC(=O)NC4CCS(=O)(=O)C4)c2c1)CCCC3 (configuration not stated),7.3,-31.8,-1.0,2.9,0.2,-0.3,1.6,2.6,0.2,16.2
COc1ccc(S(=O)(=O)n2nc(OC(=O)c3ccccc3)cc2N)cc1,-2.0,-16.8,-2.2,-1.4,0.2,-3.5,1.8,2.9,-7.8,0.4
Cc1nnc(SCC(=O)NCC2CCCO2)n1Cc1ccccc1 (configuration not stated),-4.2,-14.4,-0.7,-1.6,-2.8,-2.2,1.6,6.4,-0.9,17.8
OC1(CN2CCOCC2)C2CN3CCN(C2)CC1(c1ccccc1)C3 (configuration not stated),7.0,7.3,-0.7,5.2,-0.5,x,-2.9,3.3,1.5,8.3
CC(C)(C)CN1C(N)=NC[C@@H]1c1ccccc1,-1.5,8.0,0.4,2.6,-0.5,-1.2,0.7,-1.9,0.2,-8.9
Cc1cc(NCCOCCO)n2ncc(-c3ccc(Cl)cc3)c2n1,-11.5,-11.7,-3.2,2.8,-0.7,u,3.3,2.5,-1.4,-11.7
COc1ccc(-c2c(C)n([O-])c(C)c(C)[n+]2=O)cc1,-10.4,4.0,x,4.5,0.0,1.5,-0.7,1.4,-3.0,7.8
CCN1CCN(c2ccc(NC(=O)c3cccc(F)c3)cc2Cl)CC1,-3.4,6.2,0.2,-0.3,-0.7,8.5,0.4,5.5,-4.6,-5.2
Cc1ccccc1C(=O)NC1CCN(C(=O)N(c2ccccc2)c2ccccc2)CC1,-8.2,4.1,-0.4,1.4,-1.5,-5.2,-10.4,2.5,-1.2,-5.1
Cc1ccc(C(=O)Nn2c(O)c(C=C3N=c4ccccc4=N3)sc2=S)cc1,1.7,12.4,2.2,-1.5,-2.2,x,2.0,1.4,2.9,1.8
O=C1C=C(c2ccc3ccccc3c2)C[C@@H](c2ccc(Cl)cc2)C1,-5.1,0.7,-1.0,3.0,1.6,2.1,-25.6,0.6,-5.8,-14.6
C=CCc1cccc(CNc2cnc3ccccc3c2)c1O,-6.2,-35.5,3.9,3.5,0.9,-1.7,1.4,3.8,-3.7,-7.9
COc1ccccc1N1CCN(c2nc3ccccc3nc2C(C#N)C(=O)OC(C)C)CC1 (configuration not stated),3.7,-4.0,-0.1,3.5,2.7,x,-5.3,0.6,-6.0,4.7
O=C(Nc1cccc(C(F)(F)F)c1)C1=CC=CN2CCS(=O)(=O)N=C12,7.7,10.6,-0.4,-2.9,-3.2,-2.7,2.3,1.6,0.4,-4.2
CCOC(=O)CC(=O)CSc1ncc(C(=O)OCC)c(N)n1,2.8,-8.5,-1.3,2.7,-1.7,-0.9,1.2,0.0,5.3,-12.2
O=C(NCCCCCCNC(=O)c1ccc(Br)s1)c1ccc(Br)s1,-1.2,27.8,-0.1,6.0,-1.4,5.9,-1.1,0.5,9.2,-8.2
CS(=O)(=O)Nc1ccccc1C(=O)OCC(=O)NCc1cccs1,-10.7,x,-0.3,1.1,0.7,0.7,-2.2,3.5,4.1,-12.3
COc1cccc(NC(=O)C2CCCN2C(=O)Nc2ccccc2)c1 (configuration not stated),-0.3,0.2,-2.0,2.5,0.6,0.8,-0.3,3.0,-2.5,-11.3
O=C(C1=C(O)C(=O)N(c2ncccn2)C1c1ccc(Cl)c(Cl)c1)c1ccco1 (configuration not stated),x,-0.4,-1.8,2.5,1.9,x,2.9,-0.4,1.9,1.4
CCc1noc(C)c1C(=O)Nc1nc2ccc(OC)cc2s1,19.9,x,-2.7,0.2,2.6,9.9,-4.0,1.1,-7.5,13.8
CO/N=C(/CS(=O)(=O)Cc1ccccc1Cl)c1ccc(Cl)cc1Cl,1.1,-27.4,0.1,1.4,0.2,x,-7.8,1.5,3.0,-2.7
CCCCn1c(N)c(N(CCC(C)C)C(=O)C2CC(=O)N(CCc3ccc(OC)c(OC)c3)C2)c(=O)[nH]c1=O (configuration not stated),1.6,-8.4,-2.1,3.0,2.0,-1.5,0.8,3.1,-1.9,2.7
COc1ccc(N2CCN(C(=O)CN3CCN(c4nc(-c5ccc(F)cc5)cs4)CC3)CC2)cc1,-4.2,-5.1,0.2,-1.1,0.2,-3.4,0.3,-4.3,11.0,-4.9
Cc1ccc(C(=O)OCc2nc(N)nc(Nc3ccccc3C)n2)cc1,3.4,-16.6,-1.5,0.1,-3.0,x,3.0,2.1,-4.3,-11.9
Cc1cnc(C(=O)OCC(=O)N=c2sccn2Cc2ccccc2Cl)cn1,-3.2,-48.7,-1.1,-0.2,-1.8,-3.9,-2.4,1.4,0.3,-12.1
CCc1ccc(-c2cc(C(=O)N/N=C/c3ccccn3)[nH]n2)cc1,-2.0,47.9,-7.6,-1.6,-4.4,-1.6,2.2,0.3,-5.6,-7.4
O=S(=O)(Nc1ccc2nc(N3CCOCC3)sc2c1)c1ccccc1,-5.2,-19.1,-3.8,x,x,29.3,1.8,4.6,1.6,-1.8
Cc1ccc(C(=O)N2CCC3(CC2)Oc2ccc(F)cc2C(=O)C32CC(c3ccccc3)=NO2)s1 (configuration not stated),-1.6,-3.4,0.0,4.5,1.0,-6.0,-5.5,1.2,4.8,-6.5
O=C(CC(NC(=O)C(F)(F)F)c1ccccc1)Nc1nnc(CCc2ccccc2)s1 (configuration not stated),8.1,-8.0,-3.5,-0.6,-1.5,-5.0,6.1,3.2,-4.0,3.9
Cc1c(OCC(=O)NC2CC(C)(C)NC(C)(C)C2)ccc2c3c(c(=O)oc12)CCC3,6.2,8.4,-3.3,2.9,-0.4,-0.1,-0.5,3.6,-4.6,-15.9

# Screening data from PubChem.
